# 14-3-3 Bad PPI: inhibitors of 14-3-3 zeta/Bad binding, primary screen, biochemical, TR-FRET, bovine 14-3-3 zeta | 14-3-3 protein zeta/delta (Bos taurus), P63103 | TR-FRET 14-3-3zeta/Dy647-pBad peptide displacement, 1 h | inhibition, % at 21.7 µM | actives 0.71% (n = 220,000) | AID 781, 2007;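 active means inhibition above about 70%, limit read from the data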;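 further: 0% = full 14-3-3 plus peptide FRET controls and 100% = background without 14-3-3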
# Target sequence (P63103 whole entry, looked up): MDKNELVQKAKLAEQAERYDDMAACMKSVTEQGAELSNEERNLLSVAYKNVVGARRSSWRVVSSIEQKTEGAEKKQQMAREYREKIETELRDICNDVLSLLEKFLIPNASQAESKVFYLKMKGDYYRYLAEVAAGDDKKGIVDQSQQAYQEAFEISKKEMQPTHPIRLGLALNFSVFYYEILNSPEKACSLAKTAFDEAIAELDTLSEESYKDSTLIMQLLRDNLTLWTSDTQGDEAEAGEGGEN
# Thrombin inh: human alpha-thrombin inhibitors, primary screen, counter-screen for coagulation protease inhibitor project, biochemical, 1536-well, fluorogenic AMC substrate. Prothrombin (Homo sapiens), P00734. Boc-VPR-AMC fluorogenic substrate cleavage. inhibition, % at 5 µM. actives 0.26% (n = 220,000). AID 1046, 2008;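 active means inhibition at or above 40%; inactive means inhibition below 40%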;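 further: 0% = enzyme with no compound and 100% = wells without enzyme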
#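 signal = AMC fluorescence, 355/460 nm | material = human alpha-thrombin enzyme | control set = enzyme without compound as high, wells lacking enzyme as low | times = reaction at room temperature | read-out basis = percent inhibition scaled between no-compound controls and no-enzyme blanks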
# Wee1 stabilizer: Wee1 degradation inhibitors, primary screen, cell-based, HeLa, Wee1K328M-luciferase, luminescence; Wee1-like protein kinase (Homo sapiens), P30291; HeLa Luc-Wee1K328M stability; 100% = proteasome inhibitor MG132 effect; reporter increase, % at 5 µM; actives 1.2% (n = 220,000);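 active means activation above the mean of all tested compounds plus 3 SD, set per screening run, cut at about 8.8% in these data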;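 further: cells exposed to compound for 20 h before luminescence read; 0% = DMSO alone and 100% = MG132 at 30 µM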
# Runt-CBFb FRET: inhibitors of RUNX1 Runt–CBFb binding, primary screen, biochemical, FRET, Cerulean-Runt, Venus-CBFb, uHTS. inhibition, % at 20 µM. actives 0.46% (n = 220,000). Cerulean-Runt/Venus-CBFb FRET ratio 530/480, 1 h;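 active means inhibition over about 50% at 20 µM in the single-dose screen, limit read from the data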;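 further: 0% = DMSO wells and 100% = excess unlabeled CBFb competitor control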
#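 Measured by: fluorescence energy transfer, 422 nm excitation, 530/480 nm emission; Assay system: Cerulean-Runt domain; Medium: Tris pH 7.5 buffer with BSA; Measure: loss of energy transfer signal; Controls: 5 µM unlabeled CBFb as full-inhibition high control; Incubation: protein complex preformed 1 h, compound exposure 1 h, room temperature, dark.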
# KLK5 inh: human KLK5 protease inhibitors, primary screen, biochemical, 1536-well; Kallikrein-5 (Homo sapiens), Q9Y337; recombinant hK5, fluorogenic AMC substrate cleavage; inhibition, % at 5 µM; actives 0.59% (n = 210,000);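 active means inhibition of 40% or more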;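 further: 0% = enzyme controls without compound and 100% = no-enzyme blanks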
# Target sequence (Q9Y337 67-293 limits assumed): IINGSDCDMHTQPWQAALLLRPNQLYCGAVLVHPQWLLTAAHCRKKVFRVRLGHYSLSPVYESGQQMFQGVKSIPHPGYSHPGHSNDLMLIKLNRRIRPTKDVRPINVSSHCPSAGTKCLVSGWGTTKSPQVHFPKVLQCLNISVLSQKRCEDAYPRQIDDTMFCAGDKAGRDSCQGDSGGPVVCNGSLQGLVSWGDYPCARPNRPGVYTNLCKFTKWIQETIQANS
# FXIa inh 1536: human FXIa protease inhibitors, primary screen, biochemical, 1536-well | Coagulation factor XI (Homo sapiens), P03951 | purified FXIa, Boc-Glu-Ala-Arg-AMC fluorogenic substrate | inhibition, % at 5 µM | actives 0.14% (n = 220,000);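 active means inhibition of at least 40%; inactive means inhibition below 40%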;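 further: fluorescence of freed AMC excited at 355 nm; 0% = enzyme without compound and 100% = no enzyme blank; many of its hits are not listed in these tables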
# Target sequence (P03951 19-387 limits assumed): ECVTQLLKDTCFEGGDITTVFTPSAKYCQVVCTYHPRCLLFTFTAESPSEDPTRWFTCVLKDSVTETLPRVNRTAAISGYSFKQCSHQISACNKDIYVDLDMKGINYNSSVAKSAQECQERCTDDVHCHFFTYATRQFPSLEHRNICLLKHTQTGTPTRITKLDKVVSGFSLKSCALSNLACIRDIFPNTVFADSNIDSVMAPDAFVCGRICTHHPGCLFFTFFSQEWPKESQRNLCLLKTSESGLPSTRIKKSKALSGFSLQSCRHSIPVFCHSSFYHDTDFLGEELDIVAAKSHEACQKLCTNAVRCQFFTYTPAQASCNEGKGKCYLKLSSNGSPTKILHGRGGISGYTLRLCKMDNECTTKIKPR
# Target sequence (P03951 388-625 limits assumed): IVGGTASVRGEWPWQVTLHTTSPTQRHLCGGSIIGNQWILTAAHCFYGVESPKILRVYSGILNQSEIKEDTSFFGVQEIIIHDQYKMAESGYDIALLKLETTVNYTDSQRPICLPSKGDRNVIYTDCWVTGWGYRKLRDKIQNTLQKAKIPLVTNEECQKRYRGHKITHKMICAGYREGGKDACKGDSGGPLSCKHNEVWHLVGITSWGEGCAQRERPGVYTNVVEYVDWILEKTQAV
# Runt-SMMHC FRET: inhibitors of RUNX1 Runt–CBFb-SMMHC binding, primary screen, biochemical, FRET, Cerulean-Runt, Venus-CBFb-SMMHC, uHTS; inhibition, % at 20 µM; AID 1434, 2008; actives 0.74% (n = 220,000); Cerulean-Runt/Venus-CBFb-SMMHC FRET ratio 530/480, 1 h;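 active means mean inhibition across duplicate retests at 20 µM reaching about 50%, limit read from the data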;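 further: 0% = DMSO wells and 100% = wells with excess untagged CBFb-SMMHC; inhibitors lower the FRET ratio by blocking Runt binding to CBFb-SMMHC; some results filed as inactive read as strong as hits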
# FXIIa inh: human FXIIa protease inhibitors, primary screen, biochemical, 1536-well; purified FXIIa, Boc-QGR-AMC fluorogenic substrate, 2 h; actives 0.3% (n = 220,000); AID 800, 2007; inhibition, % at 5 µM; Coagulation factor XII (Homo sapiens), P00748; in the data active means inhibition above about 40%;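 further: 0% = enzyme with no compound and 100% = blank without enzyme; many of its hits are not listed in these tables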
# Hck-Nef inh: inhibitors of Nef-activated human Hck kinase, primary screen, biochemical, Z-Lyte FRET, 384-well, Hck-YEEI; inhibition, % at 20 µM; Tyrosine-protein kinase HCK (Homo sapiens), P08631; AID 463187, 2010; Recombinant Hck-YEEI plus Nef, Z-Lyte FRET kinase assay; actives 0.68% (n = 220,000);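 active means Hck-Nef kinase inhibition above about 50%, limit read from the data; inactive means inhibition below that limit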;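 further: 0% = DMSO with Hck plus Nef and 100% = Hck alone without Nef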
# * marks the source's active call; other numbers are inactive results; nt = no result given; [ ] = another dose, or the depositor's remark.
SMILES,14-3-3 Bad PPI,Thrombin inh,Wee1 stabilizer,Runt-CBFb FRET,KLK5 inh,FXIa inh 1536,Runt-SMMHC FRET,FXIIa inh,Hck-Nef inh
CCCCCCc1cc2cc(C(=O)Nc3cccc(OC)c3)c(=O)oc2cc1O,6,-8,1,143*,-23,-4,63*,2,53*
O=C1Nc2ccc(Br)cc2C1=Nc1ccc(-c2nnc3n2CCCCC3)cc1,3,8,-1,-1,12,-6,4,21,-2
Cc1nn(-c2ccccc2)c(N2CCCC2)c1C=O,-15,-14,-2,2,4,-3,-1,5,27
COc1ccc(/C=C2\SC(=S)N(CC(=O)OCC(=O)Nc3ccc(C)cc3Cl)C2=O)cc1,-3,1,2,-12,11,3,-31,13,9
O=C(Nc1nnc(-c2ccccc2)o1)c1cc(-c2cccs2)nc2ccccc12,-9[fluorescence artefact?],4,1,-1,-43,8,-13,10,-7
Cc1ccsc1/C=C(\C#N)C(=O)NCCCN1CCOCC1,-15,-5,-2,1,3,5,-3,11,-1
COCCn1nnnc1C(c1cc(OC)ccc1OC)N1CCc2ccccc2C1 (centres undefined),6,-2,-4,1,-15,-5,0,0,-1
C=C(C)C(=O)Nc1cccc(C2=NOC3(C2)C[C@@H](C(N)=O)N(C(=O)CC(c2ccccc2)c2ccccc2)C3)c1 (some centres undefined),29,-7,nt,1,-6,-7,1,0,18
CC12CCC(C(=O)N3CCCCC3)([C@H](Br)C1=O)C2(C)C (some centres undefined),-1,-9,-2,1,3,-2,1,6,25
CN(CC(=O)N1CCN(c2ccc(F)cc2)CC1)S(=O)(=O)c1ccc2c(c1)c(=O)n(C)c(=O)n2C,-8,4,2,-1,-10,-6,2,4,19

# Molecules listed so far with a halogen (4):
SMILES,14-3-3 Bad PPI,Thrombin inh,Wee1 stabilizer,Runt-CBFb FRET,KLK5 inh,FXIa inh 1536,Runt-SMMHC FRET,FXIIa inh,Hck-Nef inh
O=C1Nc2ccc(Br)cc2C1=Nc1ccc(-c2nnc3n2CCCCC3)cc1,3,8,-1,-1,12,-6,4,21,-2
COc1ccc(/C=C2\SC(=S)N(CC(=O)OCC(=O)Nc3ccc(C)cc3Cl)C2=O)cc1,-3,1,2,-12,11,3,-31,13,9
CC12CCC(C(=O)N3CCCCC3)([C@H](Br)C1=O)C2(C)C (some centres undefined),-1,-9,-2,1,3,-2,1,6,25
CN(CC(=O)N1CCN(c2ccc(F)cc2)CC1)S(=O)(=O)c1ccc2c(c1)c(=O)n(C)c(=O)n2C,-8,4,2,-1,-10,-6,2,4,19

# The listing continues.
SMILES,14-3-3 Bad PPI,Thrombin inh,Wee1 stabilizer,Runt-CBFb FRET,KLK5 inh,FXIa inh 1536,Runt-SMMHC FRET,FXIIa inh,Hck-Nef inh
C#CCOCCOCCOCCNc1nc(N2CCN(C(=O)C(Cc3ccc(O)cc3)n3cc(C(N)CC(C)C)nn3)CC2)nc(N2CCN(C(=O)C(Cc3cc4ccccc4[nH]3)n3cc(C(N)Cc4ccc(O)cc4)nn3)CC2)n1 (centres undefined),25,0,2,3,1,-2,9,9,5
O=S(=O)(O)c1nc2ccccc2n1Cc1cccc2ccccc12,8,2,4,2,2,3,-10,5,8
COc1ccc(Cc2nnc(NC(=O)CSc3ccccc3)s2)cc1OC,-14,-6,1,-3,-16,4,0,13,3
COCCNC(=O)c1ccc(CS(=O)(=O)c2ccc(C)cc2)o1,3,-1,2,1,-11,-5,-4,10,1
CCCc1nc(-c2cc3ccccc3[nH]c2=O)no1,96*,-3,-1,3,-3,0,-5,0,11
CN(C)c1ccc(C2C3C(=O)NC(=O)C3ON2c2ccc(Cl)cc2)cc1 (centres undefined),-2,-7,-2,6,-29,1,2,8,-1
Cc1ccc(S(=O)(=O)NCc2cccnc2)s1,9,2,-1,1,-25,9,-9,13,1
COc1ccc(-c2csc(C)n2)cc1OC,0,-7,-2,1,-2,-4,1,-1,1
Cc1ccc(-c2nc3ccccc3[nH]2)cc1N,0,0,1,-2,-3,-5,-3,15,-24
Cc1cccc(CSc2nc3c(cc2C#N)CCC3)c1,-15[fluorescence artefact?],0,2,-4,-8,7,-2,14,4
CCOC(=O)C1CCCN(C(=O)/C=C/c2cccc([N+](=O)[O-])c2)C1 (centres undefined),-7,-1,-2,-2,3,-3,-4,-2,0
COc1ccc(CCN(C)C(=O)C2CCN(Cc3cccc(OC)c3OC)CC2)cc1OC,52,-3,-3,0,-1,-3,-1,1,17
Cc1cc(-n2nc(C)cc2C)n2ncc(-c3ccccc3)c2n1,-6,-7,-1,-2,-9,5,0,17,4
COc1cc2c(cc1OC)C(c1cccs1)N(C(=O)C(C)C)CC2 (centres undefined),-2,5,-1,-2,-2,8,-4,16,-1
CCOc1cc(-c2c(C#N)c(N)nc3c2CCc2ccccc2-3)ccc1O,-23,-4,-3,-3,-29,-1,7,0,3
Cc1c(/C(O)=C2\C(=O)C(=O)N(CCN(C)C)C2c2ccco2)cnn1-c1ccccc1 (centres undefined),3,-8,-3,10,-4,0,-1,7,-1
N#Cc1c(NC(=O)C2CC(c3ccccc3O)=NO2)sc2c1CCC2 (centres undefined),1,-3,-3,36,-10,4,22,4,2
Cc1ccc(-n2nc(C)c3c(C)c(CCC(=O)NC(C)c4ccccc4)c(C)nc32)cc1 (centres undefined),6,-2,0,-1,-8,4,-3,7,1
O=C(Nc1ccc2c(c1)oc1ccccc12)c1ccncc1,-4,6,0,-2,-3,10,-3,23,2
N=C1S/C(=C\c2cn[nH]c2-c2ccc(F)cc2)C(=O)N1c1ccccc1F,-1,-4,-2,1,-5,4,-3,5,16
CCN(CC)S(=O)(=O)c1ccc(OC)c(NC(=O)c2cn(CC)c3nc(C)ccc3c2=O)c1,14,-7,-1,0,-3,-6,1,nt,7
COC(=O)Cc1ccc(NC(=O)c2ccccc2Cl)cc1,-10,-6,3,-2,0,-5,0,nt,-11
COCc1cc(=O)[nH]c(Sc2c(-c3ccccc3)c3ccc(Cl)cc3[nH]c2=O)n1,1,-6,3,-4,-13,6,3,9,2
Cc1cccnc1NC(=S)NCCc1ccccc1,-8,-2,1,12,-5,-4,37,5,19
Cc1ccc(C)c2sc(NC(=O)c3ccc(N4C(=O)CCC4=O)cc3)nc12,5,3,1,1,-2,6,2,16,0
COC(CNC(=O)CNC(=S)N(Cc1ccccc1)Cc1cccs1)OC,-21,-13,2,-1,-7,-5,4,2,24
Cc1nn(C)cc1/C=N/NC(=O)CSc1ccccn1,1,-6,-1,0,-1,-5,-1,3,0
O=C(c1cccc([N+](=O)[O-])c1)c1ccc2c(c1)C(=O)NC2=O,-11,-7,-3,1,-3,3,-2,8,39
CC(C)Sc1nc2c(cnn2-c2ccccc2)c(=O)[nH]1,3,-4,-1,0,0,2,6,10,0
O=C1CC2(CCCCC2)Oc2ccc(O)cc21,-1,-3,7,-1,-23,-11,-2,-4,-3
O=C1CNC(=S)N1c1nc2ccccc2s1,0,-5,0,-2,3,2,2,9,20
Cc1ccc(OC(=O)c2ccc(C)c([N+](=O)[O-])c2)cn1,3,-10,0,0,7,2,-5,9,17
CC1(C)CC(NC(=S)NCc2ccco2)CC(C)(C)N1,-11,-2,-3,-1,nt,1,2,6,9
CC(C)(C)C(=O)NC(=S)Nc1cc(C(=O)O)ccc1Cl,10[fluorescence artefact?],-1,4,4,-5,2,2,15,1
CN1CCN(/N=C/c2ccc(Cl)c(Cl)c2)CC1,20,-3,2,1,-12,7,-1,11,9
COc1cc(C(c2nnnn2C(C)(C)C)N2CCN(c3nc4ccccc4s3)CC2)ccc1O (centres undefined),-10,3,-1,30,-27,0,35,17,-1
CCOC(=O)c1ccccc1NC(=S)N1CCCCC1,-4,-6,0,0,-14,2,-1,4,10
CC(C)[C@H](NC(=O)c1ccccc1)C(=O)OCC(=O)N1CC(=O)Nc2ccccc21,3,0,1,2,-10,5,3,13,6
CCN(CC)C(=O)C12CC3CC(CC(Br)(C3)C1)C2,-14,-1,1,-1,-17,-6,-4,-2,-6
CCCCC(=O)N/N=C/c1cc([N+](=O)[O-])ccc1N1CCOCC1,-6,-3,-2,-2,-4,9,-6,13,-10
CN(C)Cc1nc2c([nH]1)c(=O)n(C)c(=O)n2C,-3,-4,1,2,-5,-1,0,8,3
C=CCc1cccc(/C=N/c2nc3ccccc3n2CC)c1O,2,39,3,1,-14,-18,-2,-8,0
COc1ccc(-c2nn(-c3ccccc3)cc2C#N)cc1,-7,-2,-3,-1,-1,-3,-2,6,5
CN(C)S(=O)(=O)N1CCN(C(=O)c2ccccc2Cl)CC1,13,3,2,0,4,3,6,11,-1
COc1cccc2sc(Nc3nnc(-c4cccs4)o3)nc12,3[fluorescence artefact?],-4,0,5,-285,18,7,23,5
CC(C)=CCC/C(C)=C/CN(CC(C)O)CC(C)O (centres undefined),23,1,-3,1,-13,4,-2,15,-1
Cc1cc(C)n(-c2nncn2/N=C/c2ccccc2F)n1,-3,-3,2,-2,-1,-1,0,2,0
Cc1ccc2c(c1)cc(C)c1nnc(SCC(=O)NCc3ccco3)n12,-12,-8,-1,-2,-18,-1,-2,17,4
Cc1ccc(CNC(=O)c2cnccn2)cc1,-14,-4,-3,-1,-9,7,-2,6,3
COc1ccc2[nH]c(=O)c(CN(Cc3cccs3)C(=S)NCC3CCCO3)cc2c1 (centres undefined),2,4,-2,-4,2,3,-4,7,24
# Continued:
SMILES,14-3-3 Bad PPI,Thrombin inh,Wee1 stabilizer,Runt-CBFb FRET,KLK5 inh,FXIa inh 1536,Runt-SMMHC FRET,FXIIa inh,Hck-Nef inh
Cc1ccnc(NC(=O)CCCc2ccccc2)c1,-4,0,-1,-1,-9,7,3,9,3
Cc1cc(C(=O)Nn2c(-c3ccc(Br)cc3)nc3ccccc3c2=O)ccc1[N+](=O)[O-],-19,-4,3,0,-25,3,3,9,5
CCNC(=S)Nc1cccc(Cl)c1C,-7[fluorescence artefact?],4,1,0,-59,-6,2,2,0
CN1/C(=C\C=C(/C#N)C(=O)Nc2ccc(Cl)cc2)C(C)(C)c2ccccc21,-9[fluorescence artefact?],-3,0,-1,-13,-10,63,-9,-3
Cc1ccc(-c2cc(C(=O)NCc3ccco3)no2)cc1,0,-1,1,2,-12,6,-2,-6,-10
COC(=O)c1ccccc1NC(=O)NCCc1ccc(OC)c(OC)c1,-14,1,7,-2,-5,1,-2,-10,2
CCC(=O)Nc1c(C)nn(-c2ccc(C)c(C)c2)c1C,-1[fluorescence artefact?],-6,-2,-2,-14,7,1,9,6

# Screening data (PubChem BioAssay)

# Outcome played no part in choosing rows. About 4.2% of those tested had a hit in this group.
